Source: PubChem (several laboratories)
NCOA2 inhibitor: inhibits human steroid receptor coactivator 2; inhibition, % at 9 µM; HEK293 GAL4-SRC2 luciferase reporter, luminescence; 0.17% of 370,000 active;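 active = inhibition above the mean inhibition of all tested compounds plus 3 SD, set per campaign, cut at about 52% in these data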;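 note: 0% = DMSO treated cells and 100% = cells given Gossypol at 36 µM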
MC4R antagonist: blocks human MC4R cAMP signaling. inhibition, % at 6.5 µM. P32245. 0.48% of 360,000 active. MC4R-expressing cells, MTII-stimulated cAMP, LANCE TR-FRET;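 active = inhibition above its plate's cutoff, the mean of tested wells on that plate plus 3 SD, cut at about 29% in these data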;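 note: 0% = Melanotan II alone and 100% = Melanotan II plus saturating MCL0020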
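material = U2OS cells stably expressing human melanocortin 4 receptor (MC4R) | also added = Melanotan II challenge | dosing = single nominal compound dose of 6.5 µM | detection = TR-FRET with Eu-cAMP and labeled anti-cAMP, 671 nm | replication = singlicate | timing = compound 30 min, challenge 1 h, detection 1 h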
ABCB6 inh MLPCN: human ABCB6 transporter inhibition; 0.19% of 360,000 active; Q9NP58; AID 602162; fluorescence ratio to DMSO, % at 10 µM; K562-ABCB6 porphyrin accumulation, flow cytometry, 1 h; hits give low values;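 active = fluorescence ratio to DMSO below 75%, the collection mean minus 3 SD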;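 note: signal is porphyrin accumulated inside mitochondria; 100% equals median channel fluorescence of DMSO control wells; lower ratio means ABCB6 inhibition with less porphyrin fluorescence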
NOD2-RIPK2 inh: blocks binding of human NOD2 to RIPK2; O43353; CHO BLA complementation NOD2-RIPK2, CCF4 ratio; inhibition, % at 4.98 µM; 0.38% of 360,000 active; AID 624267; in the data active = inhibition above about 21%;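 note: 0% = vehicle only and 100% = reference blocker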
TLR9-MyD88 block: inhibitors of human TLR9-MyD88 binding | 0.21% of 340,000 active | inhibition, % at 4.98 µM | AID 504734 | Q9NR96+Q99836 | CHO BLA complementation TLR9-MyD88, CCF4 FRET ratio;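 active = inhibition above the mean over all tested compounds plus 3 SD, cut at about 21% in these data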;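 note: 0% = DMSO only wells and 100% = clavulanate BLA inhibitor control wells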
Glyco luc inh: N-linked glycosylation inhibition; AID 588692; 0.23% of 360,000 active; reporter increase, % at 12.5 µM; D54 ERlucT glycosylation luciferase reporter, 24 h; percent of 100 nM tunicamycin response;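 active = mean luciferase reporter signal, scaled so untreated is 0 and the glycosylation-blocking control 100, at or above a set limit in every replicate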;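 note: luciferase carries N-glycosylation sites so blocking glycosylation raises the light; 0% = median of neutral control wells and 100% = median of 100 nM tunicamycin wells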
m5-HT2A agonist: mouse HTR2A agonism via beta-arrestin recruitment; activation, % at 7.6 µM; 0.66% of 360,000 active; CHO-K1 mHTR2A beta-arrestin complementation, luminescence; percent of 30 µM serotonin response; AID 624169;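 active = activation above a run cutoff, the mean activation of all tested compounds plus 3 SD, cut at about 14% in these data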;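 note: 0% = plate median of compound wells and 100% = 30 µM serotonin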
ABHD5 PLIN5 PPI: ABHD5-PLIN5 protein interaction inhibition | inhibition, % at 4 µM | AID 602281 | Split G. princeps luciferase complementation, luminescence, 4 h | 0.78% of 360,000 active;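 active = inhibition above the mean inhibition across every tested compound plus 3 SD, cut at about 22% in these data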;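 note: 0% = DMSO only wells and the 100% control is not disclosed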
Target sequence (Q00G26 whole entry, looked up): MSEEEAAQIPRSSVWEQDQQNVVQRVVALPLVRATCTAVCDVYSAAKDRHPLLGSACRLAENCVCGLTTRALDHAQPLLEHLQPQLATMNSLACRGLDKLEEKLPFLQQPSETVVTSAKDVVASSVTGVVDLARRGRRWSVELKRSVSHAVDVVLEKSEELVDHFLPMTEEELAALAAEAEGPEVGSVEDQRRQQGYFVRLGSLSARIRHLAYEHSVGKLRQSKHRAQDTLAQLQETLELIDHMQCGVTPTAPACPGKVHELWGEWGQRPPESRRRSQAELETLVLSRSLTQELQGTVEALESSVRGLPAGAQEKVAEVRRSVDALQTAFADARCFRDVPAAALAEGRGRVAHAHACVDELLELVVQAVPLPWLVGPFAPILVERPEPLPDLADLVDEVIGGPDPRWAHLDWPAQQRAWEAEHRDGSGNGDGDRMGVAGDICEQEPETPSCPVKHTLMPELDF
Target sequence (Q8WTS1 whole entry, looked up): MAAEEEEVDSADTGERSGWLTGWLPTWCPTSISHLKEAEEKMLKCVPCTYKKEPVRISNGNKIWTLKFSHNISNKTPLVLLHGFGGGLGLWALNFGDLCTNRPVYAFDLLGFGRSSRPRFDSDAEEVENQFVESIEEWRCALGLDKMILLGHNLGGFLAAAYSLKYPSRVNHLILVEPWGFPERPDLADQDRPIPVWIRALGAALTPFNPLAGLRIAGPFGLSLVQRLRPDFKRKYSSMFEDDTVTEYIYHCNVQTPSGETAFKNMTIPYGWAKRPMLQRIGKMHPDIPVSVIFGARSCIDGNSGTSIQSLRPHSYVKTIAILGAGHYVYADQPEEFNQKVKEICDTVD
MC4R ag barr: human MC4R agonism via beta-arrestin; P32245; U2OS MC4R beta-arrestin complementation, luminescence; percent of melanotan II response, DMSO zero; activation, % at 8.9 µM; 0.98% of 360,000 active; AID 540308;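 active = activation above a per-plate cutoff, the mean activation of sample wells on that plate plus 3 SD, cut at about 8% in these data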
H9c2 protect: myocardial damage modulation in H9c2 cells. H9c2 cardiomyocytes, H2O2 injury protection, ATPLite, 2 h. protection from H2O2 cell death, % at 20 µM. 0.63% of 360,000 active. AID 588492;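 active = compounds giving at least 50% protection of heart cells from peroxide-induced death in the single-dose screen, raw or plate-pattern-corrected value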;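 note: 0% = DMSO wells with peroxide and 100% = DMSO wells without peroxide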
An asterisk follows results filed as active; x = no result given.

cpd	Molecule	NCOA2 inhibitor	MC4R antagonist	ABCB6 inh MLPCN	NOD2-RIPK2 inh	TLR9-MyD88 block	Glyco luc inh	m5-HT2A agonist	ABHD5 PLIN5 PPI	MC4R ag barr	H9c2 protect
1	O=c1onc(-c2ccccc2)n1-c1cc(Cl)cc(Cl)c1	-10	5	92	-6	x	0	-2	4	-0.1	-6
2	O=C(O)CSc1nnc(-c2ccc(Cl)cc2Cl)n1-c1ccc(Cl)cc1	-15	0	98	-3	-6	3	-6	-16	-2.3	-2
3	O=c1c2ccccc2oc2ccc(NCCCN3CCOCC3)cc12	-63	1	99	11	11	-5	-7	5	0.0	2
4	COC(=O)C1=C2c3[nH]c4ccccc4c3CCN2C(=O)CC1	3	-15	100	-19	4	2	1	2	-0.1	0
5	COc1ccccc1NC(=O)CCCN1C(=O)C2CC=CCC2C1=O (configuration not stated)	3	10	97	-7	-5	1	1	-1	-2.2	6
6	CCOc1cc2c(cc1/C=C1/NC(=O)N(CC(=O)OC)C1=O)OCO2	-4	-6	98	3	-5	3	0	-3	-1.2	-7
7	Cc1csc(NC(=O)C2(C)CCN2C(=O)C(C)C)c1C#N (configuration not stated)	x	2	93	-10	x	3	5	4	0.7	-1
8	Cc1c(NS(=O)(=O)c2ccc(N)cc2)c(=O)n(-c2ccccc2)n1C	12	3	96	-2	-2	-1	7	9	0.5	3
9	O=C(CC(=O)Nc1cccc(Cl)c1Cl)Nc1cccc(Cl)c1Cl	-11	6	95	-17	5	1	-3	-3	0.6	-3
10	COc1ccc(CN2C(=O)NC3(CCCC3)C2=O)cc1F	5	2	100	-4	4	-1	3	-3	-2.7	2
11	CCOC(=O)C1=C(NC(=S)NC(=O)c2ccccc2)c2ccccc2CC1(C)CC (configuration not stated)	-11	14	90	-13	-5	-11	-2	-6	2.9	2
12	O=C(CN1C(=O)c2ccccc2S1(=O)=O)N1CCOCC1	x	7	109	-9	-2	-1	-1	-3	-1.6	-2
13	CCOCCCN(C(=O)c1snc(C(N)=O)c1N)C(C(=O)NC(C)(C)C)c1ccc(Cl)cc1 (configuration not stated)	2	-1	97	0	-5	1	-3	-9	-1.0	-10
14	Cc1ccc(NC(=O)CCNS(=O)(=O)c2ccc3c(c2)CCC(=O)N3)cc1F	-10	0	103	-2	17	-1	3	5	1.2	3
15	O=C(CCS(=O)(=O)c1ccccc1)Nc1ccccc1-c1nc2ccccc2s1	-15	11	105	-6	9	-2	-2	0	1.1	-13
16	Cc1ccc(C(C)NC(=O)C23CC4CC(CC(C4)C2)C3)cc1 (configuration not stated)	15	-4	100	-13	0	-2	6	9	5.2	-6
17	Cc1ccc(/C=C(\C#N)C(=O)NCc2ccco2)o1	7	3	99	-2	-3	2	2	-3	-3.5	7
18	Cc1csc(=O)n1CC(=O)OCC(=O)NCc1ccc(F)cc1	9	-1	101	-14	1	1	10	9	-1.5	-3
19	COCC(=O)N(Cc1cc2cc(OC)ccc2[nH]c1=O)c1ccc(C)cc1	7	8	103	-16	0	4	1	2	-2.0	10
20	O=C(O)c1ccccc1C(=O)NC1CCCCNC1=O (configuration not stated)	22	16	106	-4	-13	1	-1	2	2.1	-3
21	COc1ccc(Cc2nnc(NC(=O)CSc3ccc(C)cc3)s2)cc1	23	3	99	0	-6	1	1	-6	8.2	-10
22	CCN(C(=O)c1cc(Cl)ccc1OC)C1CCCCC1	-18	5	99	0	3	-3	-5	-5	0.5	2
23	CCOC(=O)c1c(NC(=O)CSc2nnc(-c3cccnc3)o2)sc(C(C)=O)c1C	6	2	84	4	-5	1	-1	1	-0.6	-6
24	CCOCCCn1c(SCC(=O)Nc2cc(OC)ccc2OC)nc2ccccc2c1=O	-3	-9	99	-3	-7	0	0	3	0.1	12
25	COCCCNc1nc2nonc2nc1N1CCN(Cc2cccc(C)c2)CC1	6	3	106	-8	6	2	0	-2	-0.5	4
26	COc1ccc(Br)cc1C1CC(=O)C(C)C(c2cc(Br)ccc2OC)N1 (configuration not stated)	-16	13	97	4	-5	2	-1	-8	-0.4	-3
27	CN(C)S(=O)(=O)N1CCN(CC(O)COc2ccc3cc(Br)ccc3c2)CC1 (configuration not stated)	1	3	91	-1	-3	-1	-3	6	-1.2	-22
28	COC1OC(COC(=O)CNC(=O)OC(C)(C)C)C(O)C(O)C1O (configuration not stated)	10	-6	100	2	3	1	2	3	-1.4	3
29	CCn1nc(C)c(C2C(C#N)=C(N)OC3=C2C(=O)CCC3)c1C (configuration not stated)	-19	15	95	4	3	2	-2	2	-2.9	-3
30	CC(C)(C)C1CCc2c(sc3nc(SCC(=O)O)nc(N)c23)C1 (configuration not stated)	33	10	92	-4	1	5	1	3	-1.8	-7
31	Cc1cc(C(=O)Nc2ccc(F)cc2C)n(-c2ccccc2)n1	13	6	98	-8	8	2	2	4	-1.1	4
32	COC(=O)c1cncn1Cc1ccccc1	-3	2	98	-11	2	0	-2	-3	-2.1	-1
33	CCN(C(=O)CN1C(=O)/C(=C/c2ccc(F)cc2)SC1=S)C1CCS(=O)(=O)C1 (configuration not stated)	8	4	96	-4	9	-2	-5	2	-1.5	0
34	Cc1cc(C)cc(NC(=O)N2C3CCCC2CC(NC(=O)C2CC2)C3)c1 (configuration not stated)	-42	0	90	-23	0	0	7	-5	-1.9	-1
35	O=C(CN1CCOCC1)OCCCC1CCCCC1	6	0	93	-9	-3	2	6	2	-0.1	6
36	O=C(Nc1ccc(C(=O)N2CCOCC2)cc1)c1ccccc1	-13	1	97	-1	-7	-1	2	2	1.3	4
37	O=[N+]([O-])c1cc(S(=O)(=O)N2CCCCC2)ccc1NCCCN1CCOCC1	-17	-8	96	-9	2	-1	2	4	-3.3	3
38	Cc1ccc(C)c(S(=O)(=O)N2CCN(C(C)C(=O)Nc3ccccc3-c3ccccc3)CC2)c1 (configuration not stated)	29	5	92	-4	4	-12	-3	0	-0.8	-7
39	COc1cccc(OC)c1C(=O)OCC(=O)N1CC(C)CC(C)C1 (configuration not stated)	21	12	95	0	-8	-1	-8	-1	0.5	3
40	O=Cc1ccc2noc(-c3ccc(F)cc3)c2c1	-4	-2	108	-2	-5	-3	-4	10	-1.8	13
41	COc1cc(Cl)ccc1OCc1cc(C(=O)N(C)Cc2cccc3cnccc23)no1	-28	12	99	-3	-17	-1	-9	2	-1.4	-8
42	C(CCN1CCOCC1)CN1CCOCC1	7	x	109	-14	x	0	2	3	x	5
43	CCC(C)[C@H](NC(=O)Nc1ccc2c(c1)OCCO2)C(=O)O (some centres not stated)	-5	17	107	2	-3	2	5	-12	-0.5	0
44	Cc1cc(C)cc(OC(=O)CCN2C(=O)C3C4C=CC(C5CC45)C3C2=O)c1 (configuration not stated)	3	2	100	-4	3	0	-1	-5	-1.3	4
45	CCN(CC)CC(=O)Nc1ccc(-c2nc3cc(NC(=O)CN(CC)CC)ccc3o2)cc1	-18	5	100	7	10	-2	-3	0	-2.1	3
46	O=C(CN1CCCCCC1)NN(Cc1ccccc1)c1ccccc1	-3	5	98	-10	-6	1	-8	-6	-1.2	2
47	O=C(NCc1cccs1)c1ccc([N+](=O)[O-])cc1	16	3	108	7	-3	-1	-1	6	0.9	8
48	C[C@H](CO)N1C[C@H](C)[C@@H](CN(C)Cc2ccc(C(=O)O)cc2)Oc2c(NC(=O)Cc3ccccc3)cccc2C1=O	5	-6	98	1	-4	1	1	0	-0.7	19
49	COCCSc1ccccc1C(=O)Nc1cc([N+](=O)[O-])ccc1OC	3	3	95	16	12	1	-1	1	-3.2	-9
50	N#CCC(=O)N/N=C/c1cc(Br)ccc1OCc1cccc2ccccc12	-21	15	97	1	-19	1	-1	-2	-2.4	-1
51	COc1ccc(/C=C/C(=O)Nc2c(C(=O)O)[nH]c3ccccc23)cc1OC	8	-12	99	-20	-6	2	6	8	1.1	3
52	Cc1cc(C)n2nc(-c3cnn(C)c3C(F)(F)F)cc2n1	-13	3	99	-7	-5	2	2	-2	-0.8	3
53	CC(C)=CCN1CCN(Cc2cc(CC(C)C)n[nH]2)CC1CCO (configuration not stated)	-10	1	97	-5	-7	0	4	1	-2.8	7
54	O=C(O)c1ccccc1-c1ccccc1C(=O)NCCc1ccccc1	17	2	94	-22	-8	0	9	1	1.0	3
55	COc1ccc(Br)c(C(=O)OCC(=O)NC2CC2)c1	-6	5	92	0	-3	3	-7	0	-3.7	-4
56	COCC(O)Cn1ccnc1N=Nc1ccccc1 (configuration not stated)	-36	x	94	0	x	2	0	3	x	-5
57	CCC1CN(C(=O)NCc2ccc(C)cc2)c2ccccc2O1 (configuration not stated)	-21	14	97	-8	-8	-1	-7	3	-0.3	3
58	Cc1ccccc1OCC(=O)NCC(=O)OCC(=O)c1ccc([N+](=O)[O-])cc1	-24	6	106	1	-2	2	5	-13	-2.3	-6
59	CC(=O)NC(c1ccccc1)c1nc(/C=C/c2ccccc2)cs1 (configuration not stated)	-20	8	99	-14	x	-2	-3	5	-0.6	-1
60	OCCC1CN(C/C=C/c2ccco2)CCN1Cc1ccccc1 (configuration not stated)	-4	1	96	2	-6	0	-3	2	-2.1	-4

Next section.
cpd	Molecule	NCOA2 inhibitor	MC4R antagonist	ABCB6 inh MLPCN	NOD2-RIPK2 inh	TLR9-MyD88 block	Glyco luc inh	m5-HT2A agonist	ABHD5 PLIN5 PPI	MC4R ag barr	H9c2 protect
61	O=S(=O)(NCCN1CCOCC1)c1ccc(Cl)c(Cl)c1	-5	-5	100	-6	4	1	-1	-1	-2.7	-4
62	CCC(C)NC(=O)CS(=O)Cc1nc(-c2ccccc2C)oc1C (configuration not stated)	-10	24	99	-9	-8	2	3	-5	1.2	-4
63	CC1(C)OC2OC3C(CNCCO)OC(c4ccccc4)OC3C2O1 (configuration not stated)	0	10	102	-2	-3	1	1	-3	-1.7	2
64	CCOC(=O)Cc1csc(NC(=O)CSc2nc(C)cc(=O)[nH]2)n1	-15	-5	97	0	-6	0	1	-24	-1.8	-2
65	CN1C(=O)/C(=C/c2ccccc2OCc2cccc(F)c2)N(C)C1=S	-1	0	93	-5	-2	0	-3	0	3.2	-2
66	CCCCn1nnnc1C1(C)CCC(=O)N1CCCn1ccnc1 (configuration not stated)	-9	x	103	-8	x	x	0	59*	x	x
67	Cc1ccc(S(=O)(=O)N2CCC(C(=O)OCC(=O)NCCc3ccccc3)CC2)cc1C	-17	10	97	6	-3	2	4	-1	-3.6	-2
68	Cc1cc(N2CCOCC2)c2c(N)c(Br)cc(C)c2n1	52	-11	96	1	-6	-9	-2	-9	-2.0	52*

Rewritten as labelled records: two of the compounds above.
67. Cc1ccc(S(=O)(=O)N2CCC(C(=O)OCC(=O)NCCc3ccccc3)CC2)cc1C
  NCOA2 inhibitor: -17	MC4R antagonist: 10	ABCB6 inh MLPCN: 97	NOD2-RIPK2 inh: 6	TLR9-MyD88 block: -3	Glyco luc inh: 2	m5-HT2A agonist: 4	ABHD5 PLIN5 PPI: -1	MC4R ag barr: -3.6	H9c2 protect: -2
68. Cc1cc(N2CCOCC2)c2c(N)c(Br)cc(C)c2n1
  NCOA2 inhibitor: 52	MC4R antagonist: -11	ABCB6 inh MLPCN: 96	NOD2-RIPK2 inh: 1	TLR9-MyD88 block: -6	Glyco luc inh: -9	m5-HT2A agonist: -2	ABHD5 PLIN5 PPI: -9	MC4R ag barr: -2.0	H9c2 protect: 52*

The list is partial, so the mix of outcomes need not match the whole.
